Tb PYK inh: T. brucei pyruvate kinase inhibition | AID 624173 | TbPYK enzyme, Kinase-Glo Plus ATP luminescence, 45 min | Q57TT1 | hit rate 0.12% among 410,000 | Potency, µM (series often up to 76.8 µM), inactives show top-dose activity, negative = inhibition, usual class: inhibitors; also: potency is read from the fitted curve at half-maximal effect; % is scaled to controls: 0 for no effect and ±100 for the full control effect; nearly all actives have a fitted effect of over 50% in size
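Activity of T. brucei pyruvate kinase was followed by Kinase-Glo Plus luminescence after the enzyme reacted 45 min at room temperature with 130 uM ADP (final) and substrate. Test compounds were added before ADP at multiple concentrations.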
Pf growth 96h: P. falciparum growth inhibition at 96 hours; P. falciparum luciferase reporter growth, 96 h; Potency, µM (titrated, usually from 28.7 µM), inactives show at the highest dose activity change, negative = inhibition, actives largely listed as inhibitors; hit rate 6.9% among 320,000; also: potency is read from the fitted curve at half-maximal effect; % is scaled to controls: 0 for no effect and ±100 for the full control effect
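Compounds incubated with erythrocytes infected by luciferase-expressing P. falciparum (2% hematocrit, 0.05% parasitemia final) for 96 hours, 37 C in 5% CO2. Growth inhibition scored as decreased luciferase luminescence.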
Shiga inhibitor: blocks Shiga toxin action in Vero cells; Vero cells, Shiga toxin protein synthesis inhibition reporter; inhibition, % at 38.7 µM; hit rate 9.2% among 290,000; AID 2315; in the data active = inhibition mostly above about 28%, no sharp cut-off; inactive = mostly below about 43%; also: 0% is about no effect
LmPK inh: LmPK (Leishmania mexicana) enzyme inhibition; Q27686; purified LmPK, Kinase-Glo ATP luminescence, 1 h; Potency, µM (highest dose often 57.5 µM), for inactives: at the highest dose activity change, negative = inhibition, hits mostly inhibitors; hit rate 0.37% among 290,000; AID 1721; also: potency is read from the fitted curve at half-maximal effect; % is scaled to controls: 0 for no effect and ±100 for the full control effect
Target sequence (Q27686 whole entry, looked up): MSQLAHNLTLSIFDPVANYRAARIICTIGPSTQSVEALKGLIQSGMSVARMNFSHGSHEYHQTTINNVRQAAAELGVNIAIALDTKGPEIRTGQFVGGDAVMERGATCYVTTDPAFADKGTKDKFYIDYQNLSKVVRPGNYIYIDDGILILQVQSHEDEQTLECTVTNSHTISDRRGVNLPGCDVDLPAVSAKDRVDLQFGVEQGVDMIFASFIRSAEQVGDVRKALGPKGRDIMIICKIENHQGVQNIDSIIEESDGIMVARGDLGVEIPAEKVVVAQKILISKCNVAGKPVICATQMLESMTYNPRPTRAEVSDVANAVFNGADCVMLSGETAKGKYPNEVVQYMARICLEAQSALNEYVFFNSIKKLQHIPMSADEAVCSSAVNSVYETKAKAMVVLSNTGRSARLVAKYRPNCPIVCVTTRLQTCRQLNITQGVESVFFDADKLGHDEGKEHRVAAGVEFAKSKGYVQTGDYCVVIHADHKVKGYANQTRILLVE
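Kinase-Glo luminescence read after 1 h RT reaction of 0.1 nM LmPK with 0.5 mM PEP and 0.1 mM ADP. Activity scaled between uninhibited and enzyme-free controls.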
Pf growth 48h: inhibits P. falciparum growth in the first generation, 48 h. hit rate 5.9% among 310,000. Potency, µM (titrated, usually from 28.7 µM), for inactives: top-dose activity change, negative = inhibition, actives largely listed as inhibitors. P. falciparum luciferase growth in erythrocytes, 48 h; also: potency is read from the fitted curve at half-maximal effect; % is scaled to controls: 0 for no effect and ±100 for the full control effect
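Luciferase-expressing P. falciparum in infected erythrocytes (2% hematocrit, 0.1% parasitemia final) in RPMI 1640/0.5% Albumax were exposed to compound for 48 hours at 37 C, 5% CO2; growth read as luminescence.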
Cycloheximide cs: counter-screen for Shiga toxin inhibitors: cycloheximide protein synthesis inhibition; cell reporter, cycloheximide protein synthesis inhibition counterscreen; max response, %; hit rate 12% among 300,000; AID 2314; in the data active = max response mostly above about 13%, no sharp cut-off; inactive = mostly below about 14%; also: read at 38.3 µM for the half of the compounds with a filed dose; 0% is about no effect
AMA1 RON2 block: inhibitors of Plasmodium falciparum AMA1-RON2 interaction. AlphaScreen AMA1-biotinylated RON2 peptide binding. Potency, µM (titrated, usually from 58.2 µM), inactives show at the highest dose activity change, negative = inhibition, most hits filed as inhibitors. hit rate 0.2% among 360,000. AID 720542;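 also: potency is read from the fitted curve at half-maximal effect; 0% = vehicle wells and -100% = peptide control; nearly all actives have a fitted effect of over 45% in size; some results filed as inactive show a strong effect at the top dose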
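AMA1 (3D7) with his tag at 25 nM final met compounds first, then biotinylated RON2 peptide at 25 nM; detection used donor plus acceptor beads, 10 µg/mL apiece, read by AlphaScreen after 30 min at room temperature.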
* = called active by the depositor; u = inconclusive; x = not tested or not shown; & = joins results of further samples; [ ] = dose if it differs, or a comment. Unless noted, calls follow the shape of the dose curve; as a rule, active = well fitted curve in the direction sought with a large enough effect; inconclusive = small, poorly fitted or top-dose-only effect, or another doubt; inactive = no such curve, though single readings can be large; an effect the other way counts as inactive or inconclusive.

Start of the listing, in advance, two compounds:
SMILES	Tb PYK inh	Pf growth 96h	Shiga inhibitor	LmPK inh	Pf growth 48h	Cycloheximide cs	AMA1 RON2 block
Cc1cc(OCC(=O)N(C(C)C)C(C)C)ccc1Cl	-4%	51%[activator]	9	0%	u	-1	-7%
Cc1ccc(C2=NS(=O)(=O)N(C)C(C(=O)N3CCCCC3)=C2)cc1	-5%	u	10	1%	-1%	1	4%

This part in full, repeating the preview:
SMILES	Tb PYK inh	Pf growth 96h	Shiga inhibitor	LmPK inh	Pf growth 48h	Cycloheximide cs	AMA1 RON2 block
Cc1cc(OCC(=O)N(C(C)C)C(C)C)ccc1Cl	-4%	51%[activator]	9	0%	u	-1	-7%
Cc1ccc(C2=NS(=O)(=O)N(C)C(C(=O)N3CCCCC3)=C2)cc1	-5%	u	10	1%	-1%	1	4%
Cc1ccc2cc(CNC(C)C)c(=O)[nH]c2c1	-7%	5.2µM*	-5	-2%	x	-1	-5%
CC(Oc1ccc(Cl)cc1Cl)c1nc(-c2ccc(NC(=O)c3cccnc3)cc2)no1 (centres undefined)	-16%	9%	-5	1%	3.3µM*	-2	-10%
Cc1ccc2oc(-c3ccccc3)c(C(=O)O)c(=O)c2c1	2%	92%[activator]	80*	-4%	147%[activator]	44*	-5%
O=C(NCc1cccnc1)C(C(=O)c1ccc(F)cc1)n1ccccc1=O (centres undefined)	-1%	x	26	2%	0%	-2	5%
COc1ccc2nc(N3C(=O)C(O)=C(C(=O)c4ccco4)C3c3ccc(C)o3)sc2c1 (centres undefined)	-14%	-15%	x	x	33%[activator]	x	28%
C=CCn1c(=O)[nH]c2cc(C(=O)N3CCN(c4cccc(Cl)c4)CC3)ccc2c1=O	11%	33%[activator]	9	-1%	u	6	-17%
CCOP(=O)(OCC)O/C(=C/Cl)c1ccc(Cl)cc1Cl	3%	u	x	x	u	x	x
COc1ccc(C(=O)N2CCN(CCCc3ccccc3)CC2)cc1OC	11%	u	-5	-2%	-11%	-3	22%
CC(C)Oc1ccc(S(=O)(=O)N2CCCCC2)cc1NC(=O)CN1C(=O)NC(C)(C2CC2)C1=O (centres undefined)	-1%	-13%	x	x	u	x	-2%
CNCCc1c(C)n[nH]c1C	-8%	12µM*	-13	-2%	0%	-1	8%
CNS(=O)(=O)c1cccc(C(=O)OCC(=O)c2cc(C)n(-c3ccc4c(c3)OCO4)c2C)c1	-7%	5.2µM*	28	7%	x	36*	-11%
Cc1c(NC(=O)C(C)OC(=O)c2cccc([N+](=O)[O-])c2)c(=O)n(-c2ccccc2)n1C (centres undefined)	6%	2%	-10	-7%	-3%	-1	-6%
O=C(CCC(=O)Nc1ccc(F)cc1)N/N=C/c1ccccc1O	0%	-52%	73*	8%	u	24*	125%[activator]
CN1CCN(c2ccccc2NC(=O)c2cc3c(s2)-c2ccccc2OC3)CC1	-1%	u	-7	0%	10µM*	-6	5%
Cn1nnc2cc(C(=O)N3CCN(c4ccccc4)CC3)ccc21	5%	x	-12	-3%	17%	-2	17%
CCOc1cc2[nH]c(=S)n(CC3CCCO3)c(=O)c2cc1OCC (centres undefined)	-20%	-25%	-15	-5%	17%	-3	47%[activator]
Cn1c(Cn2c(=O)sc3ccccc32)nnc1SCC(=O)NC1CCCCC1	3%	41%[activator]	-4	-2%	7%	-2	5%
CC(C(=O)NC1CCCC1)N1CCN(Cc2ccccc2)CC1 (centres undefined)	-3%	75%[activator]	-23	-18%	34%[activator]	1	12%
CCN(Cc1ccccc1)S(=O)(=O)c1ccc(C(=O)N2CCN(c3nc4ccccc4s3)CC2)cc1	3%	-6%	-7	0%	0%	0	18%
COc1ccc(CCNC(=S)N2CCN(S(=O)(=O)c3ccccc3)CC2)cc1	1%	u	x	x	10µM*	x	3%
c1ccc(CNC2=NCCC2)nc1	2%	42%	1	2%	11%	-2	50%[activator]
CN(C)S(=O)(=O)c1ccc(NC(=O)COc2ncnc3c2cnn3-c2ccccc2)cc1	-11%	-26%	-17	6%	1%	1	-1%
O=[N+]([O-])c1cc(Cl)ccc1N1CCN(c2cccc(C(F)(F)F)c2)CC1	-4%	12µM*	-13	3%	u	0	u
COc1ccc(S(=O)(=O)N2CCN3CCCC3C2)cc1 (centres undefined)	3%	209%[activator]	10	7%	-15%	-2	15%
COC(=O)c1c(NC(=O)CSc2nnnn2-c2ccccc2)sc2c1CCC(C(C)(C)C)C2 (centres undefined)	1%	x	5	0%	u	27	-10%
CN(c1ccccc1)c1nc(N2CCCC2)nc(-n2ccnc2)n1	-3%	u	-23	-2%	5.2µM*	-3	-18%
CCC(=O)c1ccc(OCC(=O)OCC(=O)N2CCN(c3ccc(OC)cc3)CC2)cc1	-12%	33%[activator]	x	x	13%	x	0%
COc1ccc(NC(=O)CCOc2ccccc2C)cc1S(=O)(=O)N1CCCCC1	0%	u	x	x	12µM*	x	5%
COc1ccc(NC2=C(c3ccc(OC)cc3)C(=O)c3ccccc32)cc1	-13%	u	-4	0%	0.66µM*	-2	1%
CC(=O)Nc1ccc(OCCOc2ccc(/C=C3\C(=N)N4N=C(C)SC4=NC3=O)cc2)cc1	6%	17%	7	7%	14%	-2	8%
CCC(CC)COC(=O)C1=C(C)NC(=O)NC1c1ccccc1Br (centres undefined)	-4%	-59%	x	11%	-6%	-2	0%
O=C(OCC(=O)N1CCCCCC1)c1cccc(Cl)c1	1%	6%	x	x	-14%	x	1%
CCCNC(=O)c1cccc(NC(=O)C(C)C)c1	3%	24%	-33	1%	-4%	-6	-2%
CC(=O)c1ccc2c3c(ccc(O)c13)CC2	-3%	u	-4	3%	2%	9	-29%
CCOC(=O)CC1=CC(=O)Nc2ccccc2N1	1%	-20%	-13	-3%	-14%	-3	-8%
CC(C)COC(=O)n1ccc(C(=O)N2CCCCC2)n1	-1%	12%	22	-10%	u	8	1%
COC(=O)C(C)N(C#N)c1nc(C)cc(C)n1 (centres undefined)	7%	10%	-6	-2%	-4%	-4	-1%
CC(C)CNc1ncnc2c1cnn2Cc1ccc(Cl)cc1	4%	12µM*	-8	2%	u	-1	0%
CCC(=O)Nc1ccccc1C(=O)OCc1ccc(C(=O)c2ccccc2)cc1	2%	82%[activator]	15	-2%	42%[activator]	25*	7%
CN(C(=O)COC(=O)/C=C/c1ccc2ccccc2n1)C1CCS(=O)(=O)C1 (centres undefined)	2%	u	-4	1%	-21%	10	2%
CN(C(=O)c1ccc(OC2CCN(CCc3ccccc3)CC2)cc1)C1CCOCC1	0%	9.3µM*	-3	-1%	-2%	-2	2%
CN=C(Nc1ccc(Br)cc1)SC1CC(=O)N(c2ccc(OC)cc2)C1=O (centres undefined)	-1%	4%	7	4%	u	-5	-4%
CCc1nnc(NC(=O)CSc2nnc(-c3ccncc3)n2C)s1	0%	u	5	0%	-12%	-2	-4%
Cc1ccccc1C(=O)NNc1ccc([N+](=O)[O-])cc1	-17%	40%[activator]	-3	1%	31%[activator]	-1	0%
C[C@H](NC(=O)c1nc[nH]c1C(=O)NCCCCCNC(=O)OC(C)(C)C)C(=O)OCc1ccccc1	-11%	0%	-8	8%	47%[activator]	-1	153%[activator]
N#Cc1nc(-c2ccco2)oc1N1CCOCC1	7%	23%	28	3%	26%	-5	-7%

Copied from the list.
Entry of `CCc1nnc(NC(=O)CSc2nnc(-c3ccncc3)n2C)s1` in Cycloheximide cs: -2
Entry of `CCC(=O)Nc1ccccc1C(=O)OCc1ccc(C(=O)c2ccccc2)cc1` in LmPK inh: -2%
Entry of `C[C@H](NC(=O)c1nc[nH]c1C(=O)NCCCCCNC(=O)OC(C)(C)C)C(=O)OCc1ccccc1` in Cycloheximide cs: -1
Entry of `CC(C)CNc1ncnc2c1cnn2Cc1ccc(Cl)cc1` in Cycloheximide cs: -1

(continued)
SMILES	Tb PYK inh	Pf growth 96h	Shiga inhibitor	LmPK inh	Pf growth 48h	Cycloheximide cs	AMA1 RON2 block
COc1ccc(C2CC(=O)C3=C(C2)Nc2ccccc2N(C(=O)CCC(=O)O)C3c2ccc(F)cc2)cc1OC (centres undefined)	2%	u	5	3%	u	3	8%
CCN(CC)CCn1c(-c2ccccc2)nc(=S)c2c1CC(C)(C)OC2	-20%	x	-4	-4%	-1%	-1	41%[activator]
O=C(c1cc(F)cc2c1OCOC2)N1CCN(c2ccc(F)cc2)CC1	13%	-5%	-1	1%	60%[activator]	0	1%
Cc1ccc(OCC(=O)OCc2c(C)noc2C)cc1C	1%	9%	-18	7%	x	-6	0%
Cc1ccccc1OCC(=O)NNC(=O)CSc1nc(N)cc(N)n1	0%	8.3µM*	-13	-3%	16%	-1	83%[activator]
O=C(NC(=S)NNC(=O)c1ccccc1O)c1cccnc1	-19%	30%[activator]	51*	0%	7%	14	u
COc1ccc2oc(C(=O)C3CC3)c(N)c2c1	-4%	16%	131*	-1%	90%[activator]	43*	-9%
O=C(NCNC(=O)c1ccccc1)c1ccccc1	-10%	-2%	-11	-2%	x	-1	-13%
C=CCNC(=O)Cc1ccc(S(=O)(=O)N2CCOCC2)s1	0%	u	x	x	u	x	-6%
CC(=O)c1cc2c(cc1NC(=O)c1ccccc1C)OCO2	x	36%[activator]	-2	-5%	18%	-2	x
COc1cccc(-c2nc(CS(=O)(=O)CC(=O)N3CCc4ccccc43)c(C)o2)c1	1%	10%	-7	-1%	x	-5	-7%
CCCC1Nc2ccc(C(=O)O)cc2C2C=CCC12 (centres undefined)	-22%	-17%	-8	2%	u	4	-10%
O=C(O)COc1ccc2c(-c3ccccc3)cc(=O)oc2c1	-10%	8%	-4	-1%	29%	-4	-2%
COc1ccc(CCN(CC(=O)NCc2ccc(F)cc2)C(=O)c2snc(C(N)=O)c2N)cc1OC	-2%	18%	-4	2%	-15%	-3	4%
COc1ccc(/C=C/C(=O)N(c2ccccn2)C2CCCCC2)cc1OC	1%	-21%	-17	4%	u	-4	-2%
COc1cc2nc(CN3CCC(C(O)(c4ccccc4)c4ccccc4)CC3)[nH]c(=O)c2cc1OC	-13%	u	-4	8%	u	6	4%
Cc1cc(N2C(=O)C3C4c5ccccc5C(c5ccccc54)C3C2=O)no1 (centres undefined)	-4%	u	14	1%	-10%	-2	17%
CCN(CC)CCOc1ccc2c(c1)C(=O)c1cc(OCCN(CC)CC)ccc1-2	0%	6µM*	x	x	4.3µM*	x	x
O=S(=O)(NCCN1CCOCC1)c1ccc2c(c1)OCCO2	3%	38%[activator]	-22	-1%	-16%	-2	-1%
CC(=O)Nc1ccc(N2CCN(c3ccc(F)cc3)CC2)cc1	2%	-1%	-2	0%	-6%	-9	3%
CC1C(=O)N2CCCc3cc(S(=O)(=O)N4CCC(C(N)=O)CC4)cc1c32 (centres undefined)	-14%&-7%	u	9	0%	5%	5	49%[activator]
COc1cccc(OC(=O)CSc2nnc(-c3ccccc3Br)o2)c1	6%	-22%	-6	1%	-3%	-3	8%
Cc1cc(Cl)ccc1C(=O)C1CCCN(C(=O)c2cccnc2C)C1 (centres undefined)	-10%	-13%	-1	-3%	7%	-5	0%
Cc1ccc(S(=O)(=O)Nc2ccc(NC(=O)Nc3ccc(F)cc3F)cc2)cc1	-13%	u	-14	4%	-6%	-3	-6%
COc1ccc(C(C(=O)NC2CCCCC2)N(C(=O)c2sc(C)nc2C)c2ccc(OC)cc2)cc1 (centres undefined)	1%	0%	-14	-7%	62%[activator]	1	1%

Screening results: PubChem, National Center for Advancing Translational Sciences (NCATS)
